Screens from PubChem BioAssay.
INS-1E GSIS act: GLuc luminescence reporter in INS-1E cells, primary screen for activators of glucose-dependent secretion of insulin. AID 743287. activation, % at 16.6 µM. 370,000 tested, 0.61% active. INS-1E GLuc reporter insulin secretion, 2-3 h;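 active = lowest replicate activation of at least 40%, so every replicate reaches that level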;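 also: 0% = median of neutral control wells and 100% = median of IBMX positive control wells; some compounds called inactive have numbers as strong as hits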
DENV2 CPE rescue: protects cells from dengue virus 2 cytopathic effect; DENV2-infected cells, cytopathic effect rescue, plate reader; CPE inhibition, % at 9.99 µM; 350,000 tested, 1.7% active; AID 651640; in the data active = CPE inhibition above about 20%, passing the limit was not always enough; inconclusive = no clear call, values can overlap the other calls; tested in BHK-21 cells;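 also: 0% = median of neutral control wells and 100% = median of positive control wells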
PAX8 inh HTS: inhibitors of PAX8 transcriptional activity in RMG-I cells; AID 652154; inhibition, % at 12.6 µM; 360,000 tested, 1.2% active; RMG-I TPO-luciferase reporter, SteadyGlo, 24 h;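 active = mean replicate inhibition at least 60% with every replicate also reaching 60%; inconclusive = only one of the two criteria is met; inactive = mean below 60% and not all replicates reaching 60%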;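 also: luciferase light reporting Pax8 driven TPO promoter activity; plate controls were median of neutral control wells for no effect and mitoxantrone controls for full effect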
XiGFP reactiv: activators of X-chromosome reactivation in mouse fibroblasts; XiGFP mouse fibroblasts, % GFP-positive cells imaging, 3 d; cells co-treated with 5-aza-dC sensitizer; scaled so ellipticine positive control = 100%; 360,000 tested, 0.055% active; AID 743238; activation, % at 7.58 µM;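 active = mean normalized replicate activation at least 10% and every replicate at or above 10%; inconclusive = only one of the two criteria met; inactive = mean below 10% and not all replicates reach 10%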;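 also: 0% = median of on-plate neutral control wells and 100% = ellipticine 6 µM median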
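Material: XiGFP fibroblasts, SV40-immortalized. Buffer or medium: DMEM plus 5-aza-dC sensitizer. Compound: single concentration per compound, delivered by pin transfer. Times: 3 days compound exposure. Controls: ellipticine 6 µM.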
CFTR F508del cor: correctors of CFTR F508del function in bronchial epithelial cells; CFBE cells, YFP halide quenching; stimulated with forskolin plus potentiator P3; % fluorescence drop versus neutral controls; activity (quench increase), % at 7.58 µM; AID 720511; 350,000 tested, 0.36% active;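 active = mean added fluorescence quench of at least 8% versus neutral control, with both replicates also reaching 8%; inconclusive = only one of the mean or replicate conditions met; inactive = mean below 8% and not both replicates reaching 8%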;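 also: cells transiently co-express mutant CFTR-F508del with the halide-sensitive YFP; corrector assay measuring rescue of mutant channel to the surface after 24 h compound exposure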
ARNT TACC3 PPI: disruptors of human ARNT/TACC3 interaction | AlphaScreen His-ARNT PAS-B/GST-TACC3 binding, luminescence; TACC3 fragment carries E629A point mutation | AID 623870 | inhibition, % at 9.99 µM | Q9Y6A5 | 390,000 tested, 0.66% active;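 active = mean inhibition of replicates at least 50% and at least half of replicates each reaching 50%; inconclusive = half or more replicates reach 50% but mean below 50%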;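 also: 0% = complete ARNT plus TACC3 wells and 100% = ARNT alone without TACC3; many hits fall short of the cut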
EWS-Fli inh: inhibitors of EWS/Fli oncoprotein transcriptional activity | inhibition, % at 12.6 µM | A673 NR0B1-luciferase reporter, viability-normalised | 350,000 tested, 0.67% active | AID 651661;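 active = mean inhibition of at least 50% after viability correction, with every replicate also passing that limit; inconclusive = mean reaches 50% but only one of two replicates passes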;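 also: firefly luciferase signal divided by Alamar Blue viability fluorescence both relative to DMSO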
ERp5 inh: blocks human ERp5 reductase activity on insulin. ERp5 insulin aggregation, absorbance 650 nm, 90 min. AID 651711. 350,000 tested, 0.05% active. inhibition, % at 9.99 µM. Q15084;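 active = mean replicate inhibition above about 25%, with every replicate also reaching it, limit read from the data, passing the limit was not always enough; inconclusive = only one of those two criteria met; inactive = neither criterion met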
Target sequence (Q15084 whole entry, looked up): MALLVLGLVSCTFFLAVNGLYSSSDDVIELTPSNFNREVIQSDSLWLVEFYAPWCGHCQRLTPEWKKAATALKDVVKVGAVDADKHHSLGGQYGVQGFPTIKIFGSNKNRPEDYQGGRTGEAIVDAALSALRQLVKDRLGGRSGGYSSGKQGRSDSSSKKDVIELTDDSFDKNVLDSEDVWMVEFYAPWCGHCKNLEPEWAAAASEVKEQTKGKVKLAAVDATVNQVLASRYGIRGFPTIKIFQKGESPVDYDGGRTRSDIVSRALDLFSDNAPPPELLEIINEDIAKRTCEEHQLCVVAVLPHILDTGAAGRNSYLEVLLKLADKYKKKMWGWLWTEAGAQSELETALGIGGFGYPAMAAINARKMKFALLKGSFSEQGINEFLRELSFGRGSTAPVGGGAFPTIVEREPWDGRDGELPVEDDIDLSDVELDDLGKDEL
Starred values were filed as active, the others as inactive; ? = inconclusive; / = no result given.

Structure	ERp5 inh	INS-1E GSIS act	EWS-Fli inh	ARNT TACC3 PPI	CFTR F508del cor	PAX8 inh HTS	DENV2 CPE rescue	XiGFP reactiv
CCOC(=O)C1=C(COC(=O)C2CC(=O)N(c3ccc(C)cc3)C2)NC(=O)NC1C (stereo not drawn)	-4	8	-3	-4	-1.2	5	-4	0.1
O=C(c1ccccn1)C1CCCN(Cc2nc(Cc3cccc(F)c3)no2)C1 (stereo not drawn)	4	-17	5	-12	-0.4	1	9	1.1
COc1ccccc1S(=O)(=O)N[C@@H]1CC[C@H](CCNC(=O)C2CCC2)O[C@H]1CO	-13	14	11	2	1.7	-1	-7	-0.4
COCCn1c(SCC(=O)Nc2ccc(NC(=O)c3ccco3)c(OC)c2)nc2ccccc2c1=O	-6	7	14	-12	-1.5	/	14	/
O=C(CCSCc1cccc(Cl)c1)NCCC1=CCCCC1	/	-28	/	1	/	9	/	0.0
CC12C=CC(=O)C=C1CCC1C2C(=O)C[C@@]2(C)C1CCC2(O)C(=O)CO (stereo partly drawn)	6	-5	0	-6	2.9	2	3	0.0
O=C(Nc1ccc(F)cc1)c1ccc(COc2ccccc2)cc1	5	3	-18	2	/	-38	-10	0.0
COc1cccc(CNC(=O)Cn2c(=O)oc3cc(S(=O)(=O)N4CCCCC4)ccc32)c1	1	-10	/	-6	-2.6	25	-2	0.0
COc1ccc(C(=O)N2CCCCC2c2cc(C(=O)Nc3ccc(F)c(Cl)c3)no2)cc1 (stereo not drawn)	2	-17	10	/	-3.4	17	-8	0.0
COc1ccc(C2/C=C\CN(Cc3ccncc3)CC(=O)N2Cc2ccc(F)cc2)cc1 (stereo not drawn)	1	-19	-6	-1	0.5	6	6	0.1
Cc1ccc(S(=O)(=O)Nc2cccc3c2O[C@H](CN(C)C(=O)NC(C)C)[C@@H](C)CN([C@H](C)CO)C3=O)cc1	1	4	-9	-3	0.6	5	0	-1.0
CC1CCCC(C)N1C(=O)COC(=O)COc1ccccc1C#N (stereo not drawn)	-5	27	-2	-5	1.0	-10	2	-0.1
c1ccc(-c2nnc3sc(CN4CCC5(CC4)OCCO5)cn23)cc1	6	11	-13	-12	-2.0	/	-2	/
CC(SCc1ccccc1)C(=O)NCc1ccccn1 (stereo not drawn)	1	-2	1	4	0.2	9	-4	0.1
COc1ccc(Nc2nc3c(C)cccc3cc2C#N)cc1	1	-5	-36	-7	-3.3	-60	-7	0.0
COc1ccc(C#Cc2cnc3c(c2)C(=O)N([C@H](C)CO)C[C@H](C)[C@H](CN(C)S(=O)(=O)c2cn(C)cn2)O3)cc1OC	0	25	-2	1	3.0	-10	-2	0.1
Cn1nccc1C(=O)N1CCCC(C(=O)c2ccc(C(F)(F)F)cc2)C1 (stereo not drawn)	-1	1	7	-8	2.0	5	8	-0.1
CCOc1cc(C(=O)NC(CC(=O)O)c2ccc(OC3CCCC3)cc2)cc(OCC)c1OCC (stereo not drawn)	6	/	7	-8	1.0	8	-7	0.0
CCCc1c(C)nc2c(OC)cccc2c1SCC(=O)O	-2	48	6	2	-1.5	11	-3	0.4
COc1ccccc1C(=O)Nn1cnnc1	3	2	11	-11	-1.0	1	6	0.2
C[C@@H]1CN([C@@H](C)CO)C(=O)c2c(c3ccccc3n2C)-c2ccccc2CO[C@H]1CN(C)C(=O)Nc1ccc2c(c1)OCO2	2	4	-12	-16	2.7	97*	-11	0.2
Cc1nnc(NC(=O)c2cc(-c3ccncc3)nc3c(C)cccc23)s1	-20	13	/	-14	-1.8	-8	-5	0.4
O=C(CN1CCCc2ccccc21)Nc1ccc(F)cc1[N+](=O)[O-]	-2	-9	-6	-3	-0.4	24	3	0.1
Cc1cn([C@H]2C[C@H](O)[C@@H](CNC(=O)c3ccccn3)O2)c(=O)[nH]c1=O	-2	17	7	/	-3.4	-4	-3	0.0
CCN(C[C@@H]1N[C@@H](CO)[C@@H]1c1ccc(C2=CCCC2)cc1)C(=O)c1cccnc1	1	-10	-13	-2	-0.4	-6	2	0.3
CN(CCc1ccccc1)C(=O)c1cccc(NC(=O)Cc2cccc(NC(=O)C3CCN(C(=O)C4CCC4)CC3)c2)c1	9	-2	9	-10	-1.6	9	-8	0.3
Cc1ccccc1OCC(=O)Nc1nnc(C2CCCCC2)s1	-1	/	-9	0	0.9	-21	5	0.0
O=C(NCC(=O)N(c1cccc(F)c1)C(C(=O)NC1CCCC1)c1ccncc1)c1ccco1 (stereo not drawn)	1	17	3	0	-0.9	-23	-5	0.2
CCC(=O)Nc1ccc2c(c1)C(=O)N(C)C[C@H](OC)[C@H](C)CN(CC1CC1)[C@@H](C)CO2	5	-1	4	0	-2.6	-11	-2	0.2
C[C@@H]1CN([C@H](C)CO)C(=O)c2cc(NS(=O)(=O)c3ccccc3)ccc2O[C@@H]1CN(C)S(=O)(=O)c1cccs1	-10	3	6	-2	2.1	0	-4	0.2

Compounds above with a COOH group (two):
Structure	ERp5 inh	INS-1E GSIS act	EWS-Fli inh	ARNT TACC3 PPI	CFTR F508del cor	PAX8 inh HTS	DENV2 CPE rescue	XiGFP reactiv
CCOc1cc(C(=O)NC(CC(=O)O)c2ccc(OC3CCCC3)cc2)cc(OCC)c1OCC (stereo not drawn)	6	/	7	-8	1.0	8	-7	0.0
CCCc1c(C)nc2c(OC)cccc2c1SCC(=O)O	-2	48	6	2	-1.5	11	-3	0.4

Another view of 2 compounds above.
Cc1ccccc1OCC(=O)Nc1nnc(C2CCCCC2)s1
  ERp5 inh: -1
  INS-1E GSIS act: /
  EWS-Fli inh: -9
  ARNT TACC3 PPI: 0
  CFTR F508del cor: 0.9
  PAX8 inh HTS: -21
  DENV2 CPE rescue: 5
  XiGFP reactiv: 0.0
O=C(NCC(=O)N(c1cccc(F)c1)C(C(=O)NC1CCCC1)c1ccncc1)c1ccco1 (stereo not drawn)
  ERp5 inh: 1
  INS-1E GSIS act: 17
  EWS-Fli inh: 3
  ARNT TACC3 PPI: 0
  CFTR F508del cor: -0.9
  PAX8 inh HTS: -23
  DENV2 CPE rescue: -5
  XiGFP reactiv: 0.2

The listing continues:
Structure	ERp5 inh	INS-1E GSIS act	EWS-Fli inh	ARNT TACC3 PPI	CFTR F508del cor	PAX8 inh HTS	DENV2 CPE rescue	XiGFP reactiv
C[C@@H]1CCCCO[C@H](CN(C)C(=O)Nc2ccc(C(F)(F)F)cc2)[C@H](C)CN([C@@H](C)CO)C(=O)c2cc(NC(=O)Nc3ccccc3)ccc2O1	7	7	-10	20	0.1	3	12	0.2
CCCNC(=O)N1[C@H](CO)[C@H](c2ccccc2C2=CCCC2)[C@@H]1C#N	-1	-3	15	/	1.2	8	1	0.1
COc1ccc(S(=O)(=O)N2CCC(C(=O)NN3CCCCC3)CC2)cc1	2	14	9	/	-5.4	10	?	0.0
CO[C@@H]1CN(C)C(=O)c2ccc(NS(C)(=O)=O)cc2OC[C@@H](C)N(CC2CCCCC2)C[C@@H]1C	-3	23	-2	1	0.4	/	1	-0.5
CC(C)c1ccc(NC(=O)CSc2nc3ccsc3c(=O)n2Cc2ccc(C(=O)O)cc2)cc1	5	-26	/	0	0.0	-2	14	-0.1
COc1ccc(S(=O)(=O)Nc2ccc3c(c2)C(=O)N([C@H](C)CO)C[C@@H](C)[C@@H](CN(C)S(=O)(=O)c2cn(C)cn2)O3)cc1	1	6	-12	-2	2.3	/	5	0.1
O=C(CSc1nc2[nH]ncc2c(=O)n1-c1ccccc1Br)NCc1ccccc1Cl	1	2	10	-6	1.8	10	1	0.0
CC1Cc2cc(S(=O)(=O)N3CCN(c4ccc(Cl)cc4)CC3)ccc2N1C(=O)C1CC1 (stereo not drawn)	5	-50	19	6	3.8	-6	2	0.0
CCN1[C@@H]2c3ccc(-c4ccncc4)c(=O)n3C[C@H]1[C@H](CO)[C@H]2C(=O)Nc1ccccc1	-1	0	1	-4	/	/	-4	0.4
Cc1noc(C)c1S(=O)(=O)N(C)C[C@H]1OCCCC[C@@H](C)Oc2ccc(NS(=O)(=O)c3ccccc3)cc2C(=O)N([C@H](C)CO)C[C@@H]1C	-4	-10	-8	2	0.1	-9	-8	0.1
O=C(c1ccco1)N1CCN(C(=O)c2ccc(-c3ccc(Cl)cc3)o2)CC1	2	17	-15	3	-0.1	-2	-5	0.0
OCC1OC(n2ccc3c(SCc4ccccc4)ncnc32)C(O)C1O (stereo not drawn)	-13	/	-57	-3	3.6	-115	-9	0.0
COc1ccccc1CN1[C@H](CO)[C@H](c2ccccc2)C12CN(C(C)=O)C2	1	25	0	/	-2.2	0	-2	0.0
Cn1c(=O)c2c(ncn2CC(=O)O)n(C)c1=O	1	2	-9	/	1.2	-12	-8	0.3
O=C(Nc1ccc(C(=O)N2CCCCC2)cc1)c1cccc([N+](=O)[O-])c1	-47	-8	-13	3	-2.5	-4	-3	0.0
O=C1OC(c2ccccc2)(c2ccc(O)cc2)c2ccccc21 (stereo not drawn)	2	6	1	-1	0.1	8	10	0.5
COC(=O)c1ccc(COc2ccc(C(C)(C)C)cc2)o1	-2	-18	4	2	2.6	-32	1	0.0

Look-ups from the results shown.
PAX8 inh HTS with COc1ccccc1CN1[C@H](CO)[C@H](c2ccccc2)C12CN(C(C)=O)C2 reads 0
EWS-Fli inh with OCC1OC(n2ccc3c(SCc4ccccc4)ncnc32)C(O)C1O (stereo not drawn) reads -57
CFTR F508del cor with CO[C@@H]1CN(C)C(=O)c2ccc(NS(C)(=O)=O)cc2OC[C@@H](C)N(CC2CCCCC2)C[C@@H]1C reads 0.4
DENV2 CPE rescue with Cn1c(=O)c2c(ncn2CC(=O)O)n(C)c1=O reads -8
EWS-Fli inh with CCN1[C@@H]2c3ccc(-c4ccncc4)c(=O)n3C[C@H]1[C@H](CO)[C@H]2C(=O)Nc1ccccc1 reads 1
